D1 ag = activates the human D1 dopamine receptor | AID 504660 | 360,000 compounds, 1% hits | P21728 | HEK293 T-REx D1 cells, calcium flux, agonist mode | activation, % at 2 µM; in the data active means activation above about 30%; further: 0% is about no effect
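Tetracycline-induced HEK293 TREx D1 cells, force-coupled to calcium signalling, were dye-loaded with a no-wash calcium kit. Compound was pin-added after a 10 s baseline. Fluorescence was read kinetically at 1 cycle/s for 180 s, with calcium rises flagged as agonism.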
RXFP1 antagonist = blocks the human relaxin receptor RXFP1; HEK293-RXFP1, relaxin-stimulated cAMP HTRF, 30 min; stronger effect = lower value; activity change, negative = inhibition, % at 57.5 µM; 350,000 compounds, 0.59% hits; AID 1259400;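 active means activity change of -60% or lower, but not beyond a set lower limit; inconclusive means change between -60% and -40%, or beyond the set limit; inactive means change above -40%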; further: on the % scale 0 is the no-effect control and ±100 the full control effect
Target sequence (Q9HBX9 whole entry, looked up): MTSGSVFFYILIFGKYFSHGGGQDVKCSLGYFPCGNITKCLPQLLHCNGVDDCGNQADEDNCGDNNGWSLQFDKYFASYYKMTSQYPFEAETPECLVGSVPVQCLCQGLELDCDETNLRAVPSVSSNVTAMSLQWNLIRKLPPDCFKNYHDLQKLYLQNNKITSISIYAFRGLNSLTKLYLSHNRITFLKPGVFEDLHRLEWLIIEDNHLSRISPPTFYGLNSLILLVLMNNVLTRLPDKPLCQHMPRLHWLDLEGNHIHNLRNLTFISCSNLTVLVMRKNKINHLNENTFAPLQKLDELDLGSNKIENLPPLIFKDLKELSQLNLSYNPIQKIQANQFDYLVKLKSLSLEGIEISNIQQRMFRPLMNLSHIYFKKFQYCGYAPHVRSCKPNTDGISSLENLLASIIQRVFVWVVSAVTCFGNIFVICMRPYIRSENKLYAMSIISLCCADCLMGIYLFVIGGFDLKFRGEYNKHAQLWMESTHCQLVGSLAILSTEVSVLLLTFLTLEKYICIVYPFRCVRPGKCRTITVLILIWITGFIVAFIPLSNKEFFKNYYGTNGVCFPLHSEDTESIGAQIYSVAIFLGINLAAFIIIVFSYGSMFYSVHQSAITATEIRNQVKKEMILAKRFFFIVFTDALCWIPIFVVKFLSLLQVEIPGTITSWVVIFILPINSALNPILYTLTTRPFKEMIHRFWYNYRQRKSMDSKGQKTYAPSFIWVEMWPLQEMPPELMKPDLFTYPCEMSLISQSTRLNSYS
RXFP1 agonist = agonists of human relaxin receptor RXFP1 | AID 2676 | 370,000 compounds, 0.3% hits | Potency, µM (highest dose often 57.5 µM), for inactives: at the highest dose activation, usual class: activators | HEK293T-RXFP1 cAMP TR-FRET, 30 min; response scale: percent of porcine relaxin response, buffer zero; further: potency means the concentration at half of the fitted maximal effect; on the % scale 0 is the no-effect control and ±100 the full control effect; nearly all actives have a fitted effect of over 60% in size; many of its hits are not listed in these tables
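Agonist response is measured as cAMP accumulation in an RXFP1-transfected HEK293T line under PDE4 inhibition. Values are scaled between buffer-only and 29 nM porcine relaxin, and EC50s come from standard Hill equation fits.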
Vif-A3G inh = blocks the Vif interaction with human APOBEC3G; Q9HC16; HeLa A3G-eYFP + Vif (tagged APOBEC3G with the HIV-1 protein that degrades it), YFP fluorescence, overnight; Potency, µM (series often up to 46.1 µM), inactives show top-dose activity, negative = active, usual class: inhibitors; 410,000 compounds, 0.076% hits;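 further: potency means the concentration at half of the fitted maximal effect; on the % scale 0 is the no-effect control and ±100 the full control effect; nearly all actives have a fitted effect of over 60% in size; hits raise eYFP signal because A3G escapes Vif-driven loss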
Target sequence (Q9HC16 whole entry, looked up): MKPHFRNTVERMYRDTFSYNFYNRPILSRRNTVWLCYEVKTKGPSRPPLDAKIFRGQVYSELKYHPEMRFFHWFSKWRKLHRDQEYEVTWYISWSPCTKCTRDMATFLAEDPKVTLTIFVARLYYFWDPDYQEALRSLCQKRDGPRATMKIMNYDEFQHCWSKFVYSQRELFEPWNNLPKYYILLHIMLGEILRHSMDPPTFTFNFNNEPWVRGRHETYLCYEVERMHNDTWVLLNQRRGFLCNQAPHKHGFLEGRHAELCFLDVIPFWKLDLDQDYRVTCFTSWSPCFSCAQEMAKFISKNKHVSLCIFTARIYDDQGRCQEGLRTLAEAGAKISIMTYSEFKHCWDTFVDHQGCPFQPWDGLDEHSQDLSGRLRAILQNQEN
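HeLa cells stably expressing Vif and C-terminally eYFP-tagged A3G, seeded overnight at 37 deg C, then exposed to compound by pintool overnight at 37 deg C. Rise in yellow fluorescence (Ex 488/Em 500-530, Acumen) marks blocked Vif-driven A3G degradation.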
D1 PAM = enhances dopamine response at the human D1 receptor; 360,000 compounds, 0.036% hits; P21728; AID 504651; potentiation, % at 10 µM; HEK293 TREx D1 cells, calcium flux, dopamine EC20 potentiation; in the data active means potentiation above about 30%; further: 0% is about no effect
GRP78 ERSR act = induces the endoplasmic reticulum stress response in human glioma cells; U87-MG GRP78 promoter luciferase reporter, 16 h; Potency, µM, for inactives: top-dose activation, usual class: activators; 420,000 compounds, 0.02% hits; further: potency means the concentration at half of the fitted maximal effect; series mostly up to about 76 µM; % of control where 0% means no effect; nearly all actives have a fitted effect of over 35% in size
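ERSR induction read as luciferase luminescence (Bright-Glo, 10 min at room temperature) in stably transfected human U87-MG glioma cells exposed to compounds for 16 h, using GRP78 as sensor.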
Vif-A3F inh = inhibitors of Vif-A3F interaction; HeLa A3F-eYFP + Vif (tagged APOBEC3F with the HIV-1 protein that degrades it), YFP fluorescence increase; 390,000 compounds, 0.2% hits; Potency, µM (highest dose often 46.1 µM), for the others: at the top dose activity, negative = active; further: potency means the concentration at half of the fitted maximal effect; % of control where 0% means no effect; nearly all actives have a fitted effect of over 65% in size
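HeLa cells stably expressing Vif plus C-terminally eYFP-tagged A3F were seeded, incubated overnight at 37 deg C, dosed with compound, incubated overnight again at 37 deg C. Yellow fluorescence (Ex 488/Em 500-530) reported blocked Vif-mediated A3F-eYFP degradation.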
D2 potentiator = positive allosteric modulators of human D2 dopamine receptor | P14416 | HEK293 T-REx D2, calcium flux, EC20 dopamine potentiation | potentiation, % at 10 µM | 340,000 compounds, 0.34% hits | AID 485347;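 active means potentiation over 3 SD above the plate norm, cut at about 30% in these data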; further: 0% is about no effect
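Calcium flux readout, no-wash dye, 1 read/s. Inducible HEK293 Trex D2 line, overnight 30 C. Compound alone 180 s (agonist flags), then EC20 dopamine, another 180 s to score potentiation.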
D1 antagonist = human D1 dopamine receptor antagonism; P21728; HEK293 TREx D1 cells, calcium flux, dopamine EC80; stronger effect = lower value; activity change, negative = inhibition, % at 10 µM; 360,000 compounds, 3.2% hits; in the data active means activity change below about -30%; further: on the % scale 0 is the no-effect control and ±100 the full control effect
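Compound effects on dopamine-evoked calcium signalling were measured in tetracycline-induced HEK293 Trex D1 cells. Dopamine at EC80 followed a 180 s compound pre-read, and fluorescence was tracked kinetically for 180 s more.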
Numbers without * were called inactive; ? = inconclusive; · = not tested or not shown; & = joins results of further samples. Unless noted, the call rests on the fitted dose curve; in most records, active means well fitted curve in the direction sought with a large enough effect; inconclusive means small, poorly fitted or top-dose-only effect, or another doubt; inactive means no such curve, though single readings can be large; an effect the other way counts as inactive or inconclusive. Some of the compounds tested, so the mix of outcomes need not match the whole.

SMILES	D1 ag	RXFP1 antagonist	RXFP1 agonist	Vif-A3G inh	D1 PAM	GRP78 ERSR act	Vif-A3F inh	D2 potentiator	D1 antagonist
Cc1ccc(C2(C)NC(=O)N(CC(=O)c3ccc4c(c3)OCCO4)C2=O)cc1 (stereo not drawn)	9	-3	2.0%	5%	-4	3%	-8%	8	-43*
O=C(c1ccco1)N1CCN(c2ncnc3c2nnn3Cc2ccccc2Cl)CC1	8	-14	-0.8%	8%	-4	-6%	13%	17	2
CCCSCCCNC(=O)c1ccc(C)c(NC(=O)C2=C(C)OCCS2)c1	0	9	-0.4%	2%	1	-4%	-7%	7	4
COc1ccc2cc(-c3[nH]ncc3CN3C[C@@H]4CCC[C@H]3C4)ccc2c1	7	-8	-1.1%	7%	0	1%	5%	-1	33
CC(C)NC(=O)Nc1cccc(Cl)c1	2	-6	-0.7%	-4%	3	9%	-11%	-6	-40*
CCOC(=O)COc1cccc2c(=O)n(CC(=O)NCc3ccc(F)cc3)ccc12	3	-3	24%	-47%	5	-4%	3%	-5	7
COc1cc(CCCN2C(=O)C(=O)NC[C@@H]2Cc2ccc(O)cc2)cc(OC)c1OC	5	·	-1.5%	4%	-1	-4%	1%	-7	3
CC1=Nc2ccc(Br)cc2C(c2ccccc2)N1CC(=O)NN (stereo not drawn)	4	-6	-0.5%	-7%	2	-4%	6%	-25	10
CN(CC(=O)Nc1cccc(F)c1)CC(=O)Nc1cccc(S(=O)(=O)N2CCCCC2)c1	7	2	3.2%	1%	-6	-3%	-11%	·	-28
COc1cccc2cc(-c3nc4ccccc4[nH]3)c(=O)oc12	1	4	-0.9%	2%	-1	-1%	4%	4	-8
S=C(Nc1ccc(Br)cc1Cl)N1CCC2(CC1)OCCO2	0	-11	0.8%	0%	0	10%	3%	5	-2
Cc1nc2c(C)cccn2c1/C(O)=C1\C(=O)C(=O)N(CCN(C)C)C1c1ccco1 (stereo not drawn)	3	-10	5.6%	0%	1	-4%	6%	-1	5
CC(=O)NC(Cc1ccccc1)C(=O)N1CCN(C(=O)c2cccs2)CC1 (stereo not drawn)	3	6	11%	1%	2	-3%	-2%	-14	-13
CCN(CC)C(=O)COc1ccc(/C=N/NC(=O)c2cc(-c3ccccc3OC)nc3ccccc23)cc1OC	·	8	·	-2%	·	1%	-3%	·	·
O=C(CN1CCN(C(=O)c2cncn2-c2ccccc2)CC1)Nc1ccccc1Cl	2	-9	-0.3%	-1%	·	-3%	4%	·	16
COc1cccc(-c2nnc(-c3ccc4ccccc4c3)o2)c1	·	-2	·	-2%	·	-7%	9%	·	·
N#Cc1ccc(OCC(=O)Nc2ccccc2NS(=O)(=O)c2cccs2)cc1	4	·	1.3%	-8%	-4	4%	3%	-3	-13
CCOCCOC(=O)c1ccc(NC(=O)c2cc(OC)c(OC)c(OC)c2Br)cc1	1	1	0.2%	1%	-4	-1%	2%	16	0
O=C(Nc1ccccc1)c1ccc(OC(=O)c2cc3ccccc3o2)cc1	1	-8	19%	0%	-4	1%	-9%	6	0
CCn1nnc2cc(C(=O)Nc3ccc(OC)cc3)ccc21	4	-12	-1.3%	0%	-2	1%	0%	0	5
COc1ccc(C2Nc3ccccc3C(=O)N2NS(=O)(=O)c2ccccc2)cc1 (stereo not drawn)	2	3	3.5%	3%	2	-3%	11%	6	18
CC1=C(C(=O)c2ccccc2)C(c2ccc(OC(F)F)cc2)NC(=S)N1 (stereo not drawn)	3	-32	-2.4%	?	-1	2%	-13%	-26	-2
COc1cccc(-n2c(=O)n(Cc3ccccc3)c(=O)c3[nH]cnc32)c1C	1	0	0.3%	-7%	1	10%	5%	5	4
COC(=O)c1cc(CSc2nnc(NC3CCCCC3)s2)oc1C	3	2	2.4%	4%	-8	-6%	0%	7	-12
Fc1ccc(CN2CCCN(C(=S)Nc3ccc(F)cc3)CC2)cc1	9	-9	1.2%	1%	-2	-5%	5%	-23	-6
CN(C)S(=O)(=O)c1cccc(-c2nn(-c3ccccc3)cc2/C=C(/C#N)C(=O)NCc2ccco2)c1	3	-19	2.9%	0%	-12	-3%	-25%	0	1
Oc1ccc(/C=N/Nc2nc(N3CCCC3)nc(N3CCCC3)n2)cc1O	3	-30	-0.1%	-3%	-2	1%	-6%	25	9
C=CCn1nc(-c2ccccc2)c(N2CCCCC2)cc1=O	6	1	4.0%	-7%	2	-3%	-13%	2	-14
Cc1cc2nn(-c3ccc(F)cc3)nc2cc1NC(=O)c1ccc(C(C)(C)C)cc1	0	·	2.6%	2%	2	-2%	-4%	8	-3
CC1CCC2(CC1)NC(=O)N(CC(=O)N1CCN(S(=O)(=O)c3ccc4c(c3)CCC4)CC1)C2=O (stereo not drawn)	1	0	-0.6%	-1%	-1	7%	-20%	-2	-1
COc1ccccc1-n1nnnc1S(=O)(=O)Cc1ccc(Cl)cc1	2	-1	-0.5%	-21%	1	-15%	-14%	-17	13
O=C1NC(=O)N(Cc2ccccc2)C1=O	4	-4	0.7%	-2%	-1	-6%	-2%	-1	-6
Cc1cccc(C(=O)Oc2cc(C)[nH]c(=O)c2[N+](=O)[O-])c1	4	1	2.5%	0%	-1	-6%	0%	-4	1
Cc1cc(C)nc(N2CCC(C(=O)Nc3ccc4c(c3)CCC4)CC2)n1	2	8	?	0%	-12	-5%	-9%	3	-12
COCCNC(=O)c1ccc2c(=O)n(Cc3ccco3)c(SCC(=O)Nc3ccc(OC)cc3OC)nc2c1	1	24	-0.8%	-15%	-11	-4%	-6%	0	17
COc1ccccc1OC(C)C(=O)Nc1ccc2c(c1)OCCO2 (stereo not drawn)	7	20	1.9%	1%	-11	-3%	7%	3	14
CCOc1ccc([C@@H]2CC=C(C(=O)O)[C@H](c3ccc(Cl)cc3)N2S(=O)(=O)c2ccc(C)cc2)cc1	-2	·	-1.3%	-24%	-3	-2%	-2%	9	1
O=C(NCc1cccnc1)c1ccc(Cl)c(S(=O)(=O)N2CCCCCC2)c1	9	-3	-0.7%	-1%	4	-2%	8%	·	-4
COc1ccc(S(=O)(=O)NCc2ccccn2)cc1	-2	·	0.3%	-6%	-1	-5%	4%	10	·
Cc1cc(C)n(-c2nc3c(c(=O)n(C)c(=O)n3C)n2C)n1	3	-9	4.4%	1%	-1	0%	-15%	-2	15
CCc1cccc(CC)c1N(COC)C(=O)Cn1cnc2ccccc21	2	1	1.0%	0%	-5	-4%	2%	-7	-9
O=C(CCc1ccc(S(=O)(=O)NCc2ccccc2)cc1)NCc1ccco1	4	·	0.7%	0%	-2	-2%	-11%	-1	-5
O=C(Nc1nnc(S(=O)(=O)N2CCCCCC2)s1)c1ccc(Br)cc1	12&14	-11	-2.3%&-3.0%	4%&-2%	-2&-3	-2%&4%	5%&-2%	4&5	-22&-22
CCCCn1c(O)c(N=NC(=O)c2ccncc2)c2cc(Br)ccc21	-1	-11	1.4%	-1%	-1	2%	3%	5	-5
COc1ccc(CN2CCC(CNS(=O)(=O)c3cccc(C(F)(F)F)c3)CC2)cc1	35*	-8	2.5%	0%	-6	-4%	9%	-4	-12
CCc1cccc(C)c1NC(=O)c1ccccc1	0	5	0.5%	0%	-18	-3%	-13%	-5	-20
CCOc1ccc(C2C3=C(CCCC3=O)OC(N)=C2[N+](=O)[O-])cc1 (stereo not drawn)	2	-4	-0.9%	0%	-4	-4%	12%	-2	-17
CCOC(COC(=O)c1ccccc1C(=O)O)c1ccccc1 (stereo not drawn)	·	-3	·	0%	·	-1%	-5%	·	·
Cc1ccc(Cl)cc1NC(=O)CN1C(=O)c2ccccc2Sc2ncccc21	2	·	3.5%	0%	-3	-3%	-4%	-13	1
Cc1cccc(NC(=S)N2CCC(NC(=O)c3cccc(F)c3)CC2)c1	1	0	1.5%	0%	4	-8%	-10%	-3	-14
COc1cccc(-c2nn3c(-c4cccc(C)c4)nnc3s2)c1	-1	2	4.0%	-4%	4	5%	-1%	12	-1
O=C(CCn1cnnn1)Nc1ccc(F)cc1	3&1	-9&1	2.3%&0.0%	1%	-2&-2	2%	2%	-4&6	-28&0
O=C(O)CCc1nc2cccnc2n1Cc1ccccc1	3	11	3.0%	2%	-2	-2%	6%	-1	6
Cc1cnc(SCc2cnc(C)nc2N)nc1	1	19	13%	-1%	0	-1%	-22%	-10	7
Cc1c(NC(=O)COC(=O)C2=COCCO2)cccc1[N+](=O)[O-]	3	-13	0.1%	0%	2	-3%	2%	-10	31
CCOc1cccc2sc(N(CCCN(C)C)C(=O)c3ccc(C(=O)c4ccccc4)cc3)nc12	43*	-13	-0.5%	3%	-2	-5%	-12%	-11	-33*
CSc1nnc(-c2ccncc2)n1/N=C/c1cn(-c2ccccc2)nc1-c1ccc(Cl)cc1	2	-27	-5.5%	-1%	8	-3%	3%	-3	-6
Cc1ccc(-c2nnn3c2nc(N2CCC(C)CC2)c2ccccc23)cc1	0	·	4.7%	1%	-1	4%	1%	2	1
CCOC(=O)C1CCCN(C(=O)c2sc3nc(-c4ccccc4)cn3c2C)C1 (stereo not drawn)	1	9	2.6%	0%	-6	-1%	-2%	-6	-16
O=C(O)c1cccc(N/N=C/c2cc(Br)cc(Br)c2O)c1	2	-14	10%	-6%	-4	-2%	0%	-9	-7
CCC(C)NC(=O)CN(c1ccc2c(c1)OCO2)S(=O)(=O)c1c(C)n[nH]c1C (stereo not drawn)	0	·	-0.4%	7%	2	0%	-4%	8	-2
COc1ccc(OCC(=O)Nc2ccc(N3CCN(C(=O)c4ccco4)CC3)cc2)cc1	6	-16	-0.5%	0%	-6	-3%	10%	13	-8

Laid out differently: entries from further up.
> Cc1cnc(SCc2cnc(C)nc2N)nc1
- D1 ag: 1
- RXFP1 antagonist: 19
- RXFP1 agonist: 13%
- Vif-A3G inh: -1%
- D1 PAM: 0
- GRP78 ERSR act: -1%
- Vif-A3F inh: -22%
- D2 potentiator: -10
- D1 antagonist: 7
> O=C(O)c1cccc(N/N=C/c2cc(Br)cc(Br)c2O)c1
- D1 ag: 2
- RXFP1 antagonist: -14
- RXFP1 agonist: 10%
- Vif-A3G inh: -6%
- D1 PAM: -4
- GRP78 ERSR act: -2%
- Vif-A3F inh: 0%
- D2 potentiator: -9
- D1 antagonist: -7

Bioassay records deposited in PubChem BioAssay by National Center for Advancing Translational Sciences (NCATS).
